Bioassay records as filed in PubChem.
ARNT-TACC3 inh = disruptors of ARNT/TACC3 protein interaction, primary screen, biochemical, AlphaScreen, single concentration; AlphaScreen His-ARNT PAS-B/GST-TACC3 binding, luminescence; TACC3 fragment carries E629A point mutation; Transforming acidic coiled-coil-containing protein 3 (Homo sapiens), Q9Y6A5; inhibition, % at 9.99 µM; actives 0.66% (n = 390,000);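 active = mean inhibition of replicates at least 50% and at least half of replicates each reaching 50%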;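 also: 0% = complete ARNT plus TACC3 wells and 100% = ARNT alone without TACC3; many hits fall short of the cut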
ERAP1 inh = human ERAP1 aminopeptidase inhibitors, primary screen, biochemical, single point, plate reader; actives 0.15% (n = 340,000); recombinant ERAP1, Leu-AMC fluorescence, 60 min; inhibition, % at 10.7 µM; AID 652197, 2013; Endoplasmic reticulum aminopeptidase 1 (Homo sapiens), Q9NZ08;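 active = mean replicate inhibition of at least 30%, or all replicates individually reaching that 30% level; inactive = mean below 30% and not every replicate reaching it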;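 also: 0% = neutral control wells and 100% = L-leucinethiol positive control wells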
GSIS activator = GLuc luminescence reporter in INS-1E cells, primary screen for activators of glucose-dependent secretion of insulin. activation, % at 16.6 µM. INS-1E GLuc reporter insulin secretion, 2-3 h. actives 0.61% (n = 370,000). AID 743287, 2014;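 active = lowest replicate activation of at least 40%, so every replicate reaches that level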;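 also: 0% = median of neutral control wells and 100% = median of IBMX positive control wells; some compounds called inactive have numbers as strong as hits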
RAD54 inh = inhibitors of human RAD54 branch migration, primary screen, biochemical, fluorescence, single point. RAD54 Holliday junction branch migration, FAM/BHQ fluorescence. actives 0.14% (n = 360,000). inhibition, % at 10.4 µM;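 active = mean normalized replicate activity at least 40 and at least half of replicates scoring 40 or more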;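 also: 0% = median of neutral control wells and 100% = median of positive control wells; inhibitors cause a drop in the FAM fluorescence signal; in these data hits start at about 50%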
CFTR F508del cor = F508del CFTR correction, initial screen, CFBE line, single point. actives 0.36% (n = 350,000). activity (quench increase), % at 7.58 µM. CFBE cells, YFP halide quenching; stimulated with forskolin plus potentiator P3; % fluorescence drop versus neutral controls;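 active = mean added fluorescence quench of at least 8% versus neutral control, with both replicates also reaching 8%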;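 also: cells transiently co-express mutant CFTR-F508del with the halide-sensitive YFP; corrector assay measuring rescue of mutant channel to the surface after 24 h compound exposure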
esBAF inh = Bmi1 luciferase reporter increase in mESCs, primary screen, esBAF inhibitor project, mouse ES cells, Bmi1 luciferase knock-in, single point; 24 h; 100% = twice the neutral-well signal; reporter increase, % at 12.5 µM; actives 2% (n = 350,000); AID 602393, 2012; in the data active = activation above about 40%;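 also: 0% = median of the plate's neutral control wells and 100% = double that signal; a rise in the Bmi1 reporter signal indicates esBAF inhibition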
XiGFP reactiv = activators of inactive X chromosome reactivation, primary screen, imaging, XiGFP fibroblasts, GFP high-content imaging, set 2; AID 743238, 2013; XiGFP mouse fibroblasts, % GFP-positive cells imaging, 3 d; cells co-treated with 5-aza-dC sensitizer; scaled so ellipticine positive control = 100%; activation, % at 7.58 µM; actives 0.055% (n = 360,000);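 active = mean normalized replicate activation at least 10% and every replicate at or above 10%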;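 also: 0% = median of on-plate neutral control wells and 100% = ellipticine 6 µM median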
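Assay system – SV40-immortalized XiGFP fibroblast cells, line 68-5-11 · Buffer or medium – DMEM supplemented with 5-aza-dC as sensitizing agent · Dosing – one concentration, pinned · Benchmarks – positive control ellipticine, 6 µM final · Times – 3 days compound exposure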
RAD52 inh = RAD52 DNA annealing inhibitors, primary screen, biochemical, FRET, single point, set 2; DNA repair protein RAD52 homolog (Homo sapiens), P43351; recombinant RAD52 DNA annealing, FRET fluorescence; inhibition, % at 18.7 µM; actives 0.46% (n = 360,000);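 active = every replicate showing at least 50% inhibition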
Target sequence (P43351 whole entry, looked up): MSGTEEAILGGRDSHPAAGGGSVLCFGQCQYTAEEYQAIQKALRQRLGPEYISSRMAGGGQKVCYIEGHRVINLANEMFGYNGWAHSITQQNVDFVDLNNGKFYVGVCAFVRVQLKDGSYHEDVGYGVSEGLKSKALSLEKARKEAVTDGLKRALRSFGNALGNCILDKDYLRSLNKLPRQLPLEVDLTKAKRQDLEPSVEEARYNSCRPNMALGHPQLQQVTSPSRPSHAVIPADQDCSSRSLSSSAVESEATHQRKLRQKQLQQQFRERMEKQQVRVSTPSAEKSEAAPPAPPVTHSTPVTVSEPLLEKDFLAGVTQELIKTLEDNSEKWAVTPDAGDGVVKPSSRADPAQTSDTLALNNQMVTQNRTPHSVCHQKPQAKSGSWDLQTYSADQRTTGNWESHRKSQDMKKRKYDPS
* marks the source's active call; other numbers are inactive results; i = inactive; x = not tested or not shown; & = joins results of further samples.

A first look, three compounds:
#1 COCC(=O)Nc1ccc2c(c1)C(=O)N(C)C[C@H](OC)[C@H](C)CN(C(C)=O)[C@H](C)CO2
#2 C[C@@H]1CN([C@@H](C)CO)S(=O)(=O)c2ccc(Br)cc2O[C@H]1CN(C)C(=O)c1ccncc1
#3 COCCNC(=O)CN1CCC(NC(=O)C(C)(C)C)CC1

screen / no.,1,2,3
ARNT-TACC3 inh,2,-2,-13
ERAP1 inh,-2,2&1,5
GSIS activator,2,6&6,3
RAD54 inh,-11,5,2
CFTR F508del cor,-0.5,-8.4&0.0,-0.8
esBAF inh,3,1&-2,-3
XiGFP reactiv,0.0,-0.1&0.2,x
RAD52 inh,-8,-3&-4,-18

All compounds of this part, previewed entries included:
#1 COCC(=O)Nc1ccc2c(c1)C(=O)N(C)C[C@H](OC)[C@H](C)CN(C(C)=O)[C@H](C)CO2
#2 C[C@@H]1CN([C@@H](C)CO)S(=O)(=O)c2ccc(Br)cc2O[C@H]1CN(C)C(=O)c1ccncc1
#3 COCCNC(=O)CN1CCC(NC(=O)C(C)(C)C)CC1
#4 C/C(=N/NS(=O)(=O)c1ccc(F)cc1)c1ccc(NC(=O)c2ccc(C)o2)cc1
#5 C[C@@H]1CN([C@@H](C)CO)C(=O)c2cc(NS(=O)(=O)c3ccc(F)cc3)ccc2O[C@@H](C)CCCCO[C@@H]1CN(C)CC1CCCCC1
#6 CCCn1c(N)c(C(=O)CSc2ncc(C(F)(F)F)cc2Cl)c(=O)[nH]c1=O
#7 COc1ccccc1C#Cc1ccc2c(c1)[C@H]1[C@H](CCN1C(=O)c1ccncc1)[C@@H](CO)N2
#8 O=C1C2C(C(=O)N1/N=C/c1ccc([N+](=O)[O-])o1)C1C=CC2C12CC2 (stereo not given)

screen / no.,1,2,3,4,5,6,7,8
ARNT-TACC3 inh,2,-2,-13,2,0,-8,x,5
ERAP1 inh,-2,2&1,5,x,-1,-3,0,x
GSIS activator,2,6&6,3,1,-11,-10,-15,-16
RAD54 inh,-11,5,2,-6,5,x,x,-4
CFTR F508del cor,-0.5,-8.4&0.0,-0.8,x,2.5,0.8,1.3,x
esBAF inh,3,1&-2,-3,23,3,x,x,-1
XiGFP reactiv,0.0,-0.1&0.2,x,x,0.9,0.1,0.0,0.6
RAD52 inh,-8,-3&-4,-18,x,-21,-24,87*,x

#9 O=C(N[C@@H](Cc1ccccc1)C(=O)OCc1ccccc1)c1nc[nH]c1C(=O)N1CCNCC1
#10 O=C(CCNS(=O)(=O)c1ccccc1)OCC(=O)c1ccc[nH]1
#11 O=C1CCCc2c1nc(-c1ccccc1F)n2O
#12 Cc1ccc(-n2c(C)c(C)c3c(NCCN(C)C)ncnc32)cc1
#13 Cc1ccc(Cl)cc1N1CCN(C(=O)c2ccc(NC3=NC4CS(=O)(=O)CC4S3)cc2)CC1 (stereo not given)
#14 Cc1cc(NC(=O)COc2ccccc2C(N)=O)no1
#15 COc1ccc(C(=O)NNC(=O)C2CCCN(C3CC(=O)N(c4ccccc4)C3=O)C2)cc1 (stereo not given)
#16 Cc1nn(Cc2ccc(C(=O)N3N=C(C(F)F)CC3(O)C(F)F)cc2)c(C)c1[N+](=O)[O-] (stereo not given)

screen / no.,9,10,11,12,13,14,15,16
ARNT-TACC3 inh,7,0,1,6,2,-4,-8,-8
ERAP1 inh,-12,-1,6,-3,1,3,4,x
GSIS activator,-17,-9,4,x,20,17,17,-17
RAD54 inh,1,3,x,30,-5,-8,x,-3
CFTR F508del cor,-2.6,-2.4,-0.2,-0.9,2.0,0.6,0.5,x
esBAF inh,-10,4,x,7,1,32,x,1
XiGFP reactiv,0.1,0.2,0.0,0.0,0.1,0.1,0.0,x
RAD52 inh,-5,-10,-3,9,-2,-1,-22,x

#17 CN(CCCNC(=O)c1ccccc1F)CCCNC(=O)c1ccccc1F
#18 Cc1nn(C(=O)c2nn(C)cc2[N+](=O)[O-])c(C)c1Cl
#19 CNC[C@@H]1Oc2c(NC(=O)c3ccncc3)cccc2C(=O)N([C@@H](C)CO)C[C@@H]1C
#20 CC(C)C(=O)N1CCN(c2ccc(NC(=O)c3ccco3)cc2Cl)CC1
#21 COc1ccc(NC(=O)Nc2ccc3c(c2)CC(=O)N([C@@H](C)CO)C[C@H](C)[C@H](CN(C)Cc2ccc(C(=O)O)cc2)O3)cc1
#22 Cc1ccc(NC(=O)c2noc3c2CCCCC3)cc1C
#23 CCN(CC)c1ccc(/C=N/NC(=O)c2ccco2)cc1
#24 N#C[C@H]1[C@@H](c2ccc(-c3ccc(F)cc3)cc2)[C@@H](CO)N1C(=O)Cc1ccccc1

screen / no.,17,18,19,20,21,22,23,24
ARNT-TACC3 inh,-3,3,6,1,-11,5,-1,4
ERAP1 inh,1,9,-2,-6,2,x,x,-2
GSIS activator,15,3,10,9,18,-2,1,-14
RAD54 inh,4,x,-4,0,3,11,5,0
CFTR F508del cor,-1.3,0.0,2.4,2.8,-0.8,x,x,0.1
esBAF inh,-4,x,1,21,8,-19,x,7
XiGFP reactiv,0.4,0.0,-0.2,0.0,-0.1,x,0.2,0.4
RAD52 inh,-14,-2,-15,-6,6,x,x,-24

#25 Cc1cccc(C)c1OCC(=O)NC(Cc1c[nH]c2ccccc12)C(=O)O (stereo not given)
#26 CCOC(=O)CN=C/C(C(C)=O)=C(/C)O
#27 CC(C)(C)c1ccc(C2(C)NC(=O)N(CC(=O)NCc3cccs3)C2=O)cc1 (stereo not given)
#28 Cc1nnc(NC(=O)CCSCCC(=O)Nc2nnc(C)s2)s1
#29 O=S(=O)(Nc1cccc(S(=O)(=O)N2CCOCC2)c1)c1cccs1
#30 CC(C)NC(=O)N(C)C[C@H]1Oc2ccc(NC(=O)Cc3ccccc3)cc2CC(=O)N([C@H](C)CO)C[C@H]1C
#31 C[C@@H]1CN([C@H](C)CO)C(=O)c2cc(Br)cnc2O[C@H]1CN(C)Cc1ccccn1
#32 CN(C(=O)CSc1nncc2ccccc12)c1ccccc1

screen / no.,25,26,27,28,29,30,31,32
ARNT-TACC3 inh,1,-6,1,8,0,-4,1,x
ERAP1 inh,3,0,0,0,-1,0,0,-1
GSIS activator,16,3,-13,-3,10,4,24,7
RAD54 inh,x,x,4,x,-7,-2,-3,6
CFTR F508del cor,3.3,-4.9,-0.7,1.2,-1.7,-1.6,-0.3,-2.5
esBAF inh,-6,x,x,-3,-2,6,2,5
XiGFP reactiv,0.0,0.0,0.0,0.2,0.5,0.3,0.2,0.1
RAD52 inh,-1,2,-18,-29,-3,-3,-22,-15

#33 COc1ccc(SCCN2CCN(C)CCC2=O)cc1
#34 CC(C)CN(C(=O)CSc1nnnn1C)C1CCS(=O)(=O)C1 (stereo not given)
#35 Cc1noc(C)c1NC(=O)Nc1ccc2c(c1)CC(=O)N([C@@H](C)CO)C[C@H](C)[C@H](CN(C)Cc1ccccc1)O2
#36 C[C@@H]1CN([C@@H](C)CO)C(=O)Cc2cc(NC(=O)Cc3ccccc3)ccc2O[C@H]1CN(C)C
#37 CN(CCOc1ccc(Br)cc1)CC(O)c1ccccc1 (stereo not given)
#38 CC(C)CN(C(=O)COC(=O)c1cnccn1)c1c(N)n(Cc2ccccc2)c(=O)[nH]c1=O
#39 COc1ccc2c3c(n(C)c2c1)[C@@H](CO)N(C(=O)CC1CC1)CC31CN(C(=O)C2CCC2)C1
#40 Cc1c(Cl)cccc1NC(=O)CSc1nc2ncc(Cl)cc2[nH]1

screen / no.,33,34,35,36,37,38,39,40
ARNT-TACC3 inh,-5,3,-4,-7,-7,-4,x,-3
ERAP1 inh,x,4,-2,0,-3,7,1,-1
GSIS activator,3,9,2,23,-1,6,-1,-1
RAD54 inh,3,x,19,-13,-10,x,x,-6
CFTR F508del cor,2.7,1.8,-1.9,4.0,-1.3,-0.6,0.4,0.0
esBAF inh,3,x,0,4,-8,x,x,-1
XiGFP reactiv,0.2,-0.9,0.1,-0.1,0.0,0.3,0.5,0.0
RAD52 inh,x,-4,11,-1,-4,-18,-16,-14

#41 Cc1c(NC(=O)C2CC(c3c(F)cccc3Cl)=NO2)c(=O)n(-c2ccccc2)n1C (stereo not given)
#42 O=C(/C=C/c1ccc(F)cc1)Nc1ccc(S(=O)(=O)Nc2ncccn2)cc1
#43 CCC(C)(C)NS(=O)(=O)c1cc(CN2C(=O)c3cccnc3C2=O)ccc1OC
#44 C[C@H](CO)N1C[C@H](C)[C@@H](CN(C)C(=O)CN(C)C)Oc2ncc(C3=CCCC3)cc2C1=O
#45 C[C@@H]1CCCCO[C@H](CN(C)S(=O)(=O)c2ccccc2)[C@H](C)CN([C@@H](C)CO)C(=O)c2cc(NC(=O)Nc3ccc(C(F)(F)F)cc3)ccc2O1
#46 C[C@H](CO)N1C[C@H](C)[C@@H](CN(C)S(=O)(=O)c2cccs2)OCc2cnnn2CCCC1=O
#47 O=C(Nc1ccc(S(=O)(=O)Nc2ncccn2)cc1)C1=COCCO1
#48 O=C(N/N=C/c1ccco1)C1CC1c1ccccc1 (stereo not given)

screen / no.,41,42,43,44,45,46,47,48
ARNT-TACC3 inh,1,-6,6,-4,-11,-2,23,-14
ERAP1 inh,1,-1,3,-2,3,0&-2,0,2
GSIS activator,6,13,-3,11,-3,x,-18,-16
RAD54 inh,0,x,-2,-5,1,2&-4,-4,x
CFTR F508del cor,2.3,-0.5,1.6,-0.9,0.5,-3.7&0.6,-1.2,x
esBAF inh,8,x,-6,-4,3,0&2,14,x
XiGFP reactiv,x,0.0,0.1,-0.8,0.1,0.5,0.0,0.2
RAD52 inh,-3,-213,-7,-15,-3,-11&6,-43,-19

#49 COc1ccccc1S(=O)(=O)N[C@H]1CC[C@@H](CCNC(=O)C2CCC2)O[C@@H]1CO
#50 C=CCn1cc(/C=C/c2cc[n+](C)cc2)c2ccccc21
#51 CNC(=S)Nc1cccc(C(C)=O)c1
#52 COc1ccc(NC(=O)N2CCCc3ccccc32)cc1OC
#53 CN[C@@H](CO)C(=O)NC[C@H]1O[C@@H](n2cc(C)c(=O)[nH]c2=O)C[C@@H]1O
#54 CC(=O)OCC1=C(C(=O)O)N2C(=O)C(NC(=O)C(C)Cn3nc(C)c(Cl)c3C)C2SC1 (stereo not given)
#55 COc1ccccc1-c1ccc2n(c1=O)C[C@@H]1[C@@H](CO)[C@H](C(=O)NC3CCC3)N(C(=O)C3CCC3)[C@H]21
#56 O=C(NCCO)c1ccc2[nH]c3c(c2c1)CCCC3
#57 CCCc1nc2ccc(C(=O)OC)cn2c1Cc1ccccc1
#58 CC(=O)NC(Cc1cccc(F)c1)C(=O)NC1CCN(C(=O)c2ccc(C)cc2)CC1 (stereo not given)

screen / no.,49,50,51,52,53,54,55,56,57,58
ARNT-TACC3 inh,-8,35,2,10,x,x,-5,2,x,0
ERAP1 inh,5,7,-2,2,9,-2,0,-1,0,0
GSIS activator,2,x,19,14,9,-8,-1,8,-27,5
RAD54 inh,4,-477,x,1,11,x,-3,-3,-4,3
CFTR F508del cor,1.4,x,-3.0,1.3,3.4,-0.7,x,-2.1,-0.6,0.2
esBAF inh,-2,-11,x,5,-4,x,3,37,2,4
XiGFP reactiv,0.2,0.3,1.9,-0.1,0.0,0.1,0.0,x,-0.1,0.0
RAD52 inh,-1,i,-12,6,-4,-11,-7,-1,-56,-15
